RAD52 inh = RAD52 DNA annealing inhibitors, primary screen, biochemical, FRET, single point, set 2 | 0.46% of 360,000 active | recombinant RAD52 DNA annealing, FRET fluorescence | DNA repair protein RAD52 homolog (Homo sapiens), P43351 | inhibition, % at 18.7 µM | AID 651710, 2012;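 active = every replicate showing at least 50% inhibition; inconclusive = mean inhibition at least 50% but not in every replicate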
Target sequence (P43351 whole entry, looked up): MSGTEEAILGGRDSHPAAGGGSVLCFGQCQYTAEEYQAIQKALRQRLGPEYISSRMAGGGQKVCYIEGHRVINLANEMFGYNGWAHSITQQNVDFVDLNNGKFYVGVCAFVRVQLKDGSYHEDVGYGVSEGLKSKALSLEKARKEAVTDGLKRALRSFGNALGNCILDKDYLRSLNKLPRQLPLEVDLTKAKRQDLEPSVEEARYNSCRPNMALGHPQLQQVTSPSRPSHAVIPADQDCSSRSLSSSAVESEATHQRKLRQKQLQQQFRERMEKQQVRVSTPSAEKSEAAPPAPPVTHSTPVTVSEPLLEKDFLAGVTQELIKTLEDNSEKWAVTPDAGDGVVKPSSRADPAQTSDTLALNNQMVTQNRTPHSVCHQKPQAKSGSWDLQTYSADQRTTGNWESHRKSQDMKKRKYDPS
CASP6 VEID inh = human caspase-6 inhibitors, primary screen, biochemical, VEID-R110 fluorescence, single point, set 2. purified caspase-6, Z-VEID-R110 cleavage fluorescence. 0.53% of 350,000 active. P55212. inhibition, % at 12.5 µM;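 active = mean inhibition across replicates at least about 35%, with every replicate also reaching that limit, limit read from the data; inconclusive = only one of the two criteria met; inactive = neither criterion met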;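 note: 0% = median of neutral control wells and 100% = no fluorescence left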
ERp5 inh = inhibitors of ERp5-driven insulin aggregation, primary screen, biochemical, turbidity, absorbance 650 nm, single point; Protein disulfide-isomerase A6 (Homo sapiens), Q15084; 90 min; inhibition, % at 9.99 µM; 0.05% of 350,000 active;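 active = mean replicate inhibition above about 25%, with every replicate also reaching it, limit read from the data, passing the limit was not always enough; inconclusive = only one of those two criteria met; inactive = neither criterion met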
Target sequence (Q15084 whole entry, looked up): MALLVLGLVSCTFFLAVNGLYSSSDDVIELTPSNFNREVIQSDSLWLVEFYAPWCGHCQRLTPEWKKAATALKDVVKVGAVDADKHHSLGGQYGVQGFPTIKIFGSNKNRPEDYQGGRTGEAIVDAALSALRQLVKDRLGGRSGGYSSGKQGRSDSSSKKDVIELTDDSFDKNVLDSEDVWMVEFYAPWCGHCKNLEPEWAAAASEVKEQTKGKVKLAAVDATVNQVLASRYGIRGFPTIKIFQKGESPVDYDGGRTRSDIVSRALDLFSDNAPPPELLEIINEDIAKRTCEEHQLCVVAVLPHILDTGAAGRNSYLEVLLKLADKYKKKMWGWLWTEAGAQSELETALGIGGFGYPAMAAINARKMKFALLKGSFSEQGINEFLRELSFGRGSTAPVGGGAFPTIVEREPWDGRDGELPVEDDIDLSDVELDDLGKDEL
* hit, by the source's call; i = inactive; ? = inconclusive. This is a subset; the hit share may differ from the screen's.

SMILES | RAD52 inh | CASP6 VEID inh | ERp5 inh
CCN1CCN(C(=S)NCCOC)CC1 | -11 | 2 | 2
COc1ccc(-c2onc(C)c2-c2cscn2)c(O)c1 | -7 | -1 | 2
CC1(c2ccc([N+](=O)[O-])c(CS(=O)(=O)c3ccccc3)c2)OCCO1 | -4 | 10 | 0
O=C(NC1CCCC1)N1CC(=O)N2[C@@H](CO)[C@H](c3ccc(-c4cccc(F)c4)cc3)[C@@H]2C1 | -1 | 4 | 2
Cc1nc2cc(-c3cccs3)nn2c(NCC(C)(C)CN(C)C)c1C | -15 | 0 | -4
CC(=O)Nc1ccc2c(c1)C(C)(C)C(C)N2C (centres undefined) | -41 | 0 | -2
CC(C)Oc1cc(NC(=O)CS(=O)CC(=O)N(C)C)c(Cl)cc1Cl (centres undefined) | -2 | 0 | -6
CSc1ccc(/C=C(\C(=O)O)c2ccc(S(=O)(=O)N3CCCCC3)s2)cc1 | -10 | 44* | -57
Cc1ccccc1S(=O)(=O)Cc1ccc(C(=O)NCCN(C)Cc2ccccc2)o1 | -12 | -24 | 5
CCCC(O)(CCC)C(=O)NN(C(=O)CCl)c1cccc(C)c1 | -10 | 4 | 2
CCOC(=O)c1ccc(NC(=O)N2CCN(C(=O)C3CCCO3)CC2)cc1 (centres undefined) | -9 | -5 | -1
COc1ccc(C(=O)C23CC4CC(C2)CC(C(=O)c2ccc(OC)cc2)(C4)C3)cc1 | -15 | -4 | 4
COc1cccc(CNC(=O)CCC2CCCN(c3cc(C)nc(N)n3)C2)c1 (centres undefined) | -72 | -10 | -5
S=C(NCC1CCCO1)NC1CCCC1 (centres undefined) | -6 | -1 | 5
CC(Oc1ccc(Cl)cc1Cl)c1ccn[nH]1 (centres undefined) | -17 | 1 | -1
COC(=O)/C=C1\SC(=Nc2ccc(Cl)c(Cl)c2)NC1=O | -10 | 3 | 0
Cc1cc(CNC(=S)Nc2cccc(Cl)c2Cl)nn1C | 0 | -1 | -5
Nc1nc2c(Br)ccc(Br)c2cc1C(=O)NCc1cccc2ccccc12 | -25 | -1 | 5
Cc1cc(NC(=O)c2c(F)cccc2Cl)no1 | 1 | -4 | 3
COCC(=O)NC1CCN(CC(=O)Nc2ccccc2[N+](=O)[O-])CC1 | -3 | -2 | -2
O=C(Nc1cccc2ccccc12)c1ccc([N+](=O)[O-])s1 | -4 | 1 | 3
CN(C(=O)CCn1c(=S)oc2ccccc21)c1ccc(F)cc1 | -11 | -2 | 4
NS(=O)(=O)c1ccc(NC(=S)NNC(=O)c2cccs2)cc1 | -8 | 2 | -1
Cc1ccc(OCC(=O)NC(=S)Nc2ccc3c4c(cccc24)CC3)cc1 | -33 | -2 | 6
CC(C)(C)S(=O)(=O)c1ccsc1C(=O)O | -10 | -3 | -1

Other compounds follow:
SMILES | RAD52 inh | CASP6 VEID inh | ERp5 inh
CNC(=S)N1CCC(NC(=O)C23CC4CC(CC(C4)C2)C3)CC1 | 5 | -1 | -5
Cn1cc(C=C2C(=O)CC(C)(C)CC2=O)c2ccccc21 | -17 | -1 | -2
COc1cc(C(=O)Nc2nc(-c3ccc(F)cc3)cs2)ccc1OCC(=O)N1CCOCC1 | -23 | 4 | 2
COC(=O)c1cn(CCNC(=O)Nc2ccccc2)nn1 | 0 | 1 | 2
Cc1ccc(N2C(=O)[C@@H]3[C@H](C2=O)[C@H]2C=C(C(=O)c4ccccc4)C=CN2[C@@H]3C(=O)c2ccc(Cl)cc2)cc1 | -57 | -1 | 5
CN(C)c1ccc(C=C2C(=O)OC3(CCCC3)OC2=O)cc1 | -107 | -1 | 0
O=C(COc1ccccc1[N+](=O)[O-])N(Cc1ccccc1)c1ccccn1 | -13 | -1 | -3
CC(=O)Nc1ccc2c(c1)NC(=O)CC2 | -1 | 1 | -71
CCCCNC(=O)C1c2ccccc2OCC(=O)N1CC(F)(F)F (centres undefined) | -6 | 0 | -5
CCCCCCCCN1C(=O)[C@H](CC(=O)N2CCCCC2)C[C@@]2(C(=O)OCC)CCCC=C12 | -2 | 5 | -1
CCN(CCC(=O)Nc1cc(OC)ccc1OC)Cc1ccccc1 | 1 | 4 | -4
O=C1CN(C(=O)c2ccccc2F)C(c2ccc(F)cc2)c2cc(F)ccc2N1 (centres undefined) | -15 | 0 | 0
C=CCn1c(SC)nc2sc3c(c2c1=O)CCc1ccccc1-3 | -21 | -3 | 1
CCCC[C@@H](O)C1=C(C)Cn2c(=O)n(-c3ccccc3)c(=O)n2[C@H]1CO | 9 | -3 | -2
COc1ccc(C(=O)c2sc3nc(C)cc(-c4cccs4)c3c2N)cc1 | -372 | -1 | -1
COc1ccc(C(=O)Nc2ccc(S(=O)(=O)Nc3ncccn3)cc2)cc1OC | 5 | 2 | -5
COc1ccc(-c2nn(-c3ccccc3)cc2/C=C\C(=O)N2CCOCC2)cc1[N+](=O)[O-] | -19 | 0 | 1
CC(Sc1cnccn1)C(=O)O (centres undefined) | -2 | -3 | -1
O=C1c2ccccc2S(=O)(=O)c2cc(C(=O)N3CCC(C(=O)N4CCCCC4)CC3)ccc21 | -75 | 1 | -10
CC(=O)N1C(=O)/C(=C2\SC(=S)N(NS(=O)(=O)c3ccc(C)cc3)C2=O)c2ccccc21 | -9 | 7 | 2
O=C(NC[C@@H]1CC[C@H]2[C@H](CN2Cc2ccc(Oc3ccccc3)cc2)O1)C1CCOCC1 | -4 | -2 | 4
O=C(Nc1ccccc1C(F)(F)F)c1c(F)cccc1Cl | -13 | -1 | 5
N#Cc1ccc(-c2ccc3c(c2)[C@H]2[C@H](CCN2C(=O)C2CCCC2)[C@H](CO)N3)cc1 | i | -4 | 2
O=C1NC[C@@H](CCCCN2C[C@H](Cc3ccccc3)N(CC3CCCCC3)C(=O)C2=O)N(CCc2ccccc2)C1=O | -4 | 6 | 3
CC(Sc1nc2c(cc1C#N)CCCCC2)C(=O)O (centres undefined) | -10 | 2 | -1

The listing continues:
SMILES | RAD52 inh | CASP6 VEID inh | ERp5 inh
O=c1cc(CN2CCN(c3cccc(C(F)(F)F)c3)CC2)nc2sccn12 | -1 | 1 | 3
COc1ccc(CCN2C(=O)CC(Cc3ccc(C)cc3)C2=O)cc1OC (centres undefined) | -7 | -2 | 0
CCOC(=O)c1cc(NC(=O)Nc2ccccn2)c(C)nc1C | -9 | 0 | 0
O=C(C1=C[C@@H](C2CC2)C[C@@H](OCc2ccc(CO)cc2)O1)N1CCCC1 | -8 | -2 | -1
CS(=O)(=O)Nc1ccc(C(=O)NCCSCc2ccccc2)cc1 | -10 | -1 | 4
CC(C)NCC(O)COc1ccc(Br)cc1 (centres undefined) | -11 | -2 | 4
O=S(=O)(Nc1nc2ccccc2nc1N1CCN(c2ccccc2)CC1)c1ccc(F)cc1 | -60 | 5 | 3
COC(=O)c1cc(NC(=O)/C=C/c2ccccc2)ccc1O | -7 | 3 | 0
Cn1c(/C=N/Nc2nc3ccccc3[nH]2)nc2ccccc21 | -4 | 1 | -2
O=C(CCc1nnc(Cc2cccc(C(F)(F)F)c2)o1)NCC(F)(F)F | -13 | 2 | -1
O=C(O)Cc1cn(Cc2cccc(Cl)c2)c2ccccc12 | -13 | 1 | -1
CCCCN(C)C1=CC2=CC(=C(C#N)C#N)CCC2CC1 (centres undefined) | i | 2 | 7
O=C(O)CCC(=O)NNC(=O)COc1ccc(Cl)cc1Cl | -4 | -2 | -3
O=C(/C=C/c1ccc2c(c1)OCO2)NCc1ccco1 | -13 | 16 | 4
C[C@@H]1CN([C@@H](C)CO)C(=O)c2cccc(NS(=O)(=O)c3cn(C)cn3)c2O[C@H]1CN(C)Cc1ccc(C(=O)Nc2ccccc2N)cc1 | 12 | 0 | 0
COc1ccc(CC(=O)O/N=C(\N)Cc2cccc3ccccc23)cc1 | -88 | 5 | 10
O=C(COc1ccc([N+](=O)[O-])cc1)NCc1ccncc1 | -9 | 3 | 7
CNC12CCc3cc(OC)c(OC)c(c31)-c1cc3c(cc1C2)OCO3 (centres undefined) | 54* | 8 | 0
NS(=O)(=O)c1ccc(CCNC(=O)CCCCCNc2nc(=S)[nH]c3ccccc23)cc1 | -4 | 1 | 2
O=C(C1CCN(c2ncnc3c2sc2cccc(F)c23)CC1)N1CCCC1 | 16 | 3 | 3
O=C(c1cccs1)N1CCN(S(=O)(=O)c2ccc(F)cc2)CC1 | 6 | 2 | 1
Cc1ccc(-n2c(-c3ccccc3)cc(/C=N/NC(=O)CC#N)c2-c2ccccc2)cc1 | -19 | 3 | ?
COCCN1C(=O)COc2ccccc2C1C(=O)NCc1ccccc1 (centres undefined) | -3 | -2 | -5
CCCCC(CCCCl)C(=O)Nc1ccccc1 (centres undefined) | -1 | -6 | -2
CN(C)c1ccc(/C=N/NC(=O)c2ccc(CN3CCOCC3)cc2)cc1Br | 5 | 10 | -3

A different layout for some results above:
| compound | RAD52 inh | CASP6 VEID inh | ERp5 inh |
| --- | --- | --- | --- |
| O=C1NC[C@@H](CCCCN2C[C@H](Cc3ccccc3)N(CC3CCCCC3)C(=O)C2=O)N(CCc2ccccc2)C1=O | -4 | 6 | 3 |
| CC(Sc1nc2c(cc1C#N)CCCCC2)C(=O)O (centres undefined) | -10 | 2 | -1 |
| O=c1cc(CN2CCN(c3cccc(C(F)(F)F)c3)CC2)nc2sccn12 | -1 | 1 | 3 |
| COc1ccc(CCN2C(=O)CC(Cc3ccc(C)cc3)C2=O)cc1OC (centres undefined) | -7 | -2 | 0 |
| CCOC(=O)c1cc(NC(=O)Nc2ccccn2)c(C)nc1C | -9 | 0 | 0 |
| O=C(C1=C[C@@H](C2CC2)C[C@@H](OCc2ccc(CO)cc2)O1)N1CCCC1 | -8 | -2 | -1 |
| CS(=O)(=O)Nc1ccc(C(=O)NCCSCc2ccccc2)cc1 | -10 | -1 | 4 |
| CC(C)NCC(O)COc1ccc(Br)cc1 (centres undefined) | -11 | -2 | 4 |
| O=S(=O)(Nc1nc2ccccc2nc1N1CCN(c2ccccc2)CC1)c1ccc(F)cc1 | -60 | 5 | 3 |
| COC(=O)c1cc(NC(=O)/C=C/c2ccccc2)ccc1O | -7 | 3 | 0 |
| Cn1c(/C=N/Nc2nc3ccccc3[nH]2)nc2ccccc21 | -4 | 1 | -2 |
| O=C(CCc1nnc(Cc2cccc(C(F)(F)F)c2)o1)NCC(F)(F)F | -13 | 2 | -1 |
| O=C(O)Cc1cn(Cc2cccc(Cl)c2)c2ccccc12 | -13 | 1 | -1 |
| CCCCN(C)C1=CC2=CC(=C(C#N)C#N)CCC2CC1 (centres undefined) | i | 2 | 7 |
| O=C(O)CCC(=O)NNC(=O)COc1ccc(Cl)cc1Cl | -4 | -2 | -3 |
| O=C(/C=C/c1ccc2c(c1)OCO2)NCc1ccco1 | -13 | 16 | 4 |

RAD52 inh: entries above that show a hit
SMILES | RAD52 inh | CASP6 VEID inh | ERp5 inh
CNC12CCc3cc(OC)c(OC)c(c31)-c1cc3c(cc1C2)OCO3 (centres undefined) | 54* | 8 | 0

The results go on:
SMILES | RAD52 inh | CASP6 VEID inh | ERp5 inh
CC1CCCN(C(=O)COC(=O)c2ccc(=O)n(Cc3ccccc3)n2)C1 (centres undefined) | -2 | 3 | -1
O=c1c2c3c(sc2n(CCN2CCOCC2)c(=O)n1C1CCCCC1)CCCCC3 | -8 | -3 | 3
Cc1cc(C(=O)CN2C(=O)CN(C)C2=O)c(C)n1-c1cccc(S(=O)(=O)N2CCOCC2)c1 | -9 | 1 | 2
Cc1cccc(OCC(=O)NCC2CCCO2)c1C (centres undefined) | -3 | -2 | 4
CCOC(=O)Cc1c(C)nc2c(-c3ccc(Cl)cc3)c(C)nn2c1C | -6 | -1 | 3
Cc1ccc(S(=O)(=O)N2c3ccccc3CC2C)cc1 (centres undefined) | -16 | -1 | -5
C[C@@H]1CCCCO[C@@H](CN(C)C(=O)Nc2ccccc2)[C@@H](C)CN([C@@H](C)CO)C(=O)c2cc(NS(=O)(=O)c3ccccc3)ccc2O1 | -18 | 3 | 9
C/C=C/c1cccc(-c2nc(C(=O)NCCN3CCCCC3)cc3c2[C@@H](CCO)N([S@](=O)C(C)(C)C)C3)c1 | 11 | 0 | -8
COc1cccc(-n2c(CN3CCN(Cc4ccccc4)CC3)nc3ccc([N+](=O)[O-])cc3c2=O)c1 | -27 | -2 | 0
Cc1cnc(NC(=O)c2cncc(Br)c2)s1 | 11 | -3 | -3
CC(C)=NNc1nc2c(c(=O)[nH]c(=O)n2C)n1CCc1ccccc1 | -12 | 12 | 0
CCOC(=O)N1CCN(C(=O)C[C@@H]2C[C@@]3(C(=O)OC)CCCCC=C3N(Cc3ccccc3)C2=O)CC1 | -13 | -2 | -4
CC(C)NC(=O)N[C@H]1C[C@@H]2O[C@H](CO)CC[C@@H]2O[C@@H]1CCc1ccc(-c2ccccc2F)cc1 | -13 | 0 | -7
CC(NC(=O)C1CCCN1C(=O)OCc1ccccc1)c1ccccc1 (centres undefined) | 2 | -4 | -1
CC1(C)CC(=O)C2=C(C1)NC1=C(C(=O)c3ccccc31)C2c1cccnc1 (centres undefined) | 4 | 2 | 1
CCOC(=O)C1=C(C)OC(N)=C(C#N)C1c1cc2c(cc1[N+](=O)[O-])OCO2 (centres undefined) | -54 | 31 | -8
Cc1ccccc1-n1c(O)c(/C=N/N2CCCCC2c2cccnc2)c(=O)[nH]c1=O (centres undefined) | -44 | 1 | -2
